# Source: PubChem BioAssay (several laboratories)
# STAT3 blocker – reduces IL-6 driven STAT3 reporter signal | inhibition, % at 5.5 µM | U3A cells, IL-6 STAT3-luciferase reporter, luminescence; host cell line lacks STAT1 | 0.89% of 190,000 active;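 active = inhibition above the mean inhibition across all screened compounds plus 3 SD, cut at about 44% in these data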;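 note: 0% = DMSO only wells and 100% = 100 µM nifuroxazide control wells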
# APP 5'UTR act – APP 5'UTR luciferase reporter activation; SH-SY5Y APP 5'UTR luciferase reporter, luminescence; zero percent = DMSO vehicle wells; 1% of 190,000 active; activation, % at 2 µM;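 active = activation above a set limit, based on mean plus 3 SD of controls, cut at about 140% in these data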; note: values of inactives mirror those of a sister screen read the other way
# APP transl inh – APP translation inhibition | SH-SY5Y APP 5'UTR-luciferase reporter, luminescence | inhibition, % at 2 µM | 0.82% of 190,000 active | AID 1285;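 active = inhibition above a set limit, derived from the sample mean plus 3 SD, cut at about 45% in these data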; note: values of inactives mirror those of a sister screen read the other way
# STAT3 activator – STAT3 signaling activation | U3A cells, IL-6 STAT3-luciferase reporter, luminescence; 100% = signal with IL-6 EC80 alone | activation (% of control), % at 5.6 µM | 0.91% of 190,000 active | AID 871;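 active = activation above the screen-wide mean of compound activation plus 3 SD, cut at about 130% in these data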;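 note: 0% = background luminescence of wells with medium and substrate only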
#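 Test system: Human STAT1-deficient U3A cells with stable STAT3-luciferase reporter | Also added: Interleukin-6, 33 ng/mL | Timing: Compound pre-incubation 1 h before IL-6, then 6 h stimulation at 37 °C | Technique: Luciferase reporter luminescence | Read-out: Percent of IL-6-only median luminescence | Benchmarks: IL-6-only wells as 100% reference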
# NF-kB neuron act – compounds increasing NF-kB expression in human neuronal cells; fold change at 12.5 µM; AID 1239; 1.6% of 190,000 active; NF-kB reporter expression; hits give high values; in the data active = fold change above about 3.3
# STAT1 act – increases IFN-gamma driven STAT1 reporter signal; 2.6% of 200,000 active; NIH 3T3 STAT1-luciferase reporter, luminescence; 100% = IFN-gamma alone, no compound; activation (% of control), % at 5.5 µM; AID 932;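 active = activation above the screen-wide mean activation plus 3 SD, cut at about 130% in these data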;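 note: raw ratio to IFN-gamma control signal so 100% means no change and 0% no light; values of inactives mirror those of a sister screen read the other way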
# ROMK mod – modulators of human ROMK potassium channel. Tet-inducible ROMK, thallium flux fluorescence; actives lie on both sides. B-score at 10 µM. 2% of 130,000 active. AID 1918;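 active = signal ratio slope over the read window, or its plate-corrected B-score, at least 3 SD from the plate mean, either direction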;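 note: B-score of the F/F0 ratio slope over 7 to 12 s after thallium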
# Target sequence (P48048 whole entry, looked up): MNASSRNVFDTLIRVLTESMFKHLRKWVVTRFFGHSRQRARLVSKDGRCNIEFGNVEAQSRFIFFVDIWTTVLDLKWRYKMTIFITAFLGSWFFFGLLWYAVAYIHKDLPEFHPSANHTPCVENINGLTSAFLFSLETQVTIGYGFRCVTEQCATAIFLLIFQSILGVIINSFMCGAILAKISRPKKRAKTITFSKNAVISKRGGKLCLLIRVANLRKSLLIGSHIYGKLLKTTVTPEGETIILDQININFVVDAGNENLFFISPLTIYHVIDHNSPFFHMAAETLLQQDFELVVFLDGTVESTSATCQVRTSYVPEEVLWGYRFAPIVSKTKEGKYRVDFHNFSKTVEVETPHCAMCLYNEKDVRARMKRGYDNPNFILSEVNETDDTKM
# FLuc inh counter – inhibits firefly luciferase, flagging false hits in luciferase inhibition screens. inhibition, % at 10 µM. 1.5% of 200,000 active. AID 1006. ATPLite firefly luciferase biochemical luminescence, 10 min. P08659;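 active = inhibition above about 50% when tested at 10 µM, limit read from the data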
# Target sequence (P08659 whole entry, looked up): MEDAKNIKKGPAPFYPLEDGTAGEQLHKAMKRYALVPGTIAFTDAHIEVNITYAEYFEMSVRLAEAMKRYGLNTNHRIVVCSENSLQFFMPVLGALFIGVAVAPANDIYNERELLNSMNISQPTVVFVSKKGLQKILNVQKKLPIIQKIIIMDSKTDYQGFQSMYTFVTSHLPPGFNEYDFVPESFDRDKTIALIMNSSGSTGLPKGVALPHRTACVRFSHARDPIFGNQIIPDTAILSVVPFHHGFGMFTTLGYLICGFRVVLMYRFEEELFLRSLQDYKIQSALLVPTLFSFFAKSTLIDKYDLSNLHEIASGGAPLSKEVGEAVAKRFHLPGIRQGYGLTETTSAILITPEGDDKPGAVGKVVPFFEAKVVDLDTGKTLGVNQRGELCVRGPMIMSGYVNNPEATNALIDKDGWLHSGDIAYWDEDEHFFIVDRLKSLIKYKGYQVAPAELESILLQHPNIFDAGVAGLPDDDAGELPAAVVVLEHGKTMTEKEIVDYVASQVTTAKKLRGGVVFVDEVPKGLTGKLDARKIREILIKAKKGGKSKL
# FLuc stim CS – firefly luciferase counter-screen for stimulation assays; P08659; ATPlite luciferase biochemical, luminescence, 10 min; 0 = ATP-free wells, 1 = DMSO control; activation factor at 10 µM; 200,000 tested, under 10 active;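 active = luciferase activation factor, scaled between plate controls, of at least 2 with compound at 10 µM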
#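 test system = cell-free luciferase reagent | medium = PBS as buffer for the ATP substrate | dosing = test compounds dosed from 2 mM stocks in 100% DMSO | incubation = 10 min at ambient temperature | detection = luminescence measurement of luciferase light output | benchmarks = low control with PBS replacing ATP, high control enzyme plus ATP without compound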
# STAT1 inh – STAT1 signaling inhibition; 0.35% of 200,000 active; AID 920; NIH 3T3 STAT1-luciferase reporter, IFN-gamma, luminescence; inhibition, % at 5.5 µM;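 active = inhibition above a set limit, the mean inhibition across all tested compounds plus 3 SD, cut at about 34% in these data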;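 note: 0% = IFN-gamma with DMSO and 100% = IFN-gamma with 300 µM nifuroxazide; values of inactives mirror those of a sister screen read the other way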
# * = called active by the depositor; nt = no result given.
no.	Compound	STAT3 blocker	APP 5'UTR act	APP transl inh	STAT3 activator	NF-kB neuron act
1	Cc1cc(C(=O)CN2C(=O)NC3(CCCCC3)C2=O)c(C)n1-c1ccc2c(c1)OCO2	-16.6	25.3	-25.3	113.8	0.75
2	CCC(CC)NC(=O)c1oc2ccccc2c1COc1ccccc1	-6.9	1.6	-1.6	104.5	0.86
3	O=C(c1cccc(S(=O)(=O)N2CCCCC2)c1)N1CCOCC1	5.4	-6.4	6.4	99.5	1.04
4	O=C(O)CCC(=O)Nc1ccccc1N1CCOCC1	7.2	11.9	-11.9	99.1	1.03
5	COc1cnc(-c2ccccc2)nc1OC	2.6	76.7	-76.7	99.8	1.23
6	COc1ccc([N+](=O)[O-])cc1NCc1ccccc1C	-2.7	11.2	-11.3	106.8	1.31
7	O=C(CSc1ncn[nH]1)NCc1ccc2c(c1)OCO2	7.0	18.7	-18.7	99.8	1.09
8	O=C(/C=C/c1ccco1)NC(=S)Nc1cc(C(F)(F)F)ccc1N1CCOCC1	-9.8	28.9	-28.9	108.9	0.79
9	COc1ccc(S(=O)(=O)Nc2cc3c4c(oc3c3ccccc23)CC(C)(C)CC4=O)cc1	-4.6	-3.1	3.1	107.5	1.06
10	Cc1ccc(C)c(-c2cc(C(=O)NN3CCOCC3)c3ccccc3n2)c1	8.3	4.2	-4.2	97.0	1.29
11	Cc1cc(C(C)(C)C)ccc1OCCN(C)C	16.6	9.3	-9.3	91.2	1.09
12	CCCS(=O)(=O)N1CCCC(C(=O)NCc2cccnc2)C1 (configuration not stated)	7.3	nt	nt	99.0	1.07
13	Cc1cc(Oc2ccc(Cl)cc2)nc(-c2ccccc2O)n1	-1.2	24.4	-24.4	104.2	1.07
14	Cc1occc1-c1nnc(SCC(=O)Nc2nccs2)n1CCc1ccccc1	3.1	3.6	-3.6	102.9	0.99
15	O=C(NCc1ccccc1)N1CCC(c2nc3ccccc3[nH]2)CC1	-3.6	-0.1	0.1	105.4	1.16

no.	STAT1 act	ROMK mod	FLuc inh counter	FLuc stim CS	STAT1 inh
1	104.2	nt	1.7	1	-4.6
2	92.2	nt	2.1	1	8.5
3	103.6	nt	-2.7	1	-4.0
4	98.5	nt	1.6	1	1.7
5	110.4	0.033	1.1	1	-11.9
6	111.3	nt	-8.2	1.1	-12.2
7	95.1	-0.309	-5.6	1.1	3.8
8	93.2	nt	-6.1	1.1	7.6
9	97.8	nt	-4.9	1	2.4
10	97.9	-0.711	-1.1	1	-0.6
11	102.4	nt	-5.3	1.1	-2.6
12	99.9	nt	-6.0	1.1	0.1
13	97.8	-0.0856	3.2	1	2.4
14	97.8	nt	-3.3	1	2.4
15	92.5	nt	-3.2	1	8.2

# Four of these compounds, set out differently:
no. | Compound | STAT3 blocker | APP 5'UTR act | APP transl inh | STAT3 activator | NF-kB neuron act | STAT1 act | ROMK mod | FLuc inh counter | FLuc stim CS | STAT1 inh
6 | COc1ccc([N+](=O)[O-])cc1NCc1ccccc1C | -2.7 | 11.2 | -11.3 | 106.8 | 1.31 | 111.3 | nt | -8.2 | 1.1 | -12.2
2 | CCC(CC)NC(=O)c1oc2ccccc2c1COc1ccccc1 | -6.9 | 1.6 | -1.6 | 104.5 | 0.86 | 92.2 | nt | 2.1 | 1 | 8.5
14 | Cc1occc1-c1nnc(SCC(=O)Nc2nccs2)n1CCc1ccccc1 | 3.1 | 3.6 | -3.6 | 102.9 | 0.99 | 97.8 | nt | -3.3 | 1 | 2.4
12 | CCCS(=O)(=O)N1CCCC(C(=O)NCc2cccnc2)C1 (configuration not stated) | 7.3 | nt | nt | 99.0 | 1.07 | 99.9 | nt | -6.0 | 1.1 | 0.1

# Going on with the list.
no.	Compound	STAT3 blocker	APP 5'UTR act	APP transl inh	STAT3 activator	NF-kB neuron act
16	C=CCc1cc(Cl)ccc1OCCNCCOC	8.7	10.1	-10.1	96.8	nt
17	Cn1c(SCC(=O)N2CCN(c3cccc(Cl)c3)CC2)nnc1-c1ccncc1	21.6	-12.2	12.2	85.7	1.06
18	O=C(c1cc(-c2ccccc2)on1)N1CCCC1	18.3	60.6	-60.6	87.0	4.11*
19	Cc1nc(NC(=O)CSc2nnnn2Cc2ccccc2)sc1C	-1.0	11.7	-11.7	105.3	1.04
20	CCCCCCc1nc2ccccc2c(=O)n1NC(=O)c1c(O)c2cccc3c2n(c1=O)CC3	-8.5	16.7	-16.7	109.9	nt
21	O=C(c1ccccc1)N(Cc1nc2ccccc2c(=O)[nH]1)C1CCCCC1	-5.5	6.3	-6.3	106.7	1.03
22	c1ccc(NC2=NCCCCS2)cc1	9.8	-3.0	3.0	95.3	1.18
23	CCC(=O)N1N=C(c2cccc(NS(C)(=O)=O)c2)CC1c1cccs1 (configuration not stated)	0.4	-8.4	8.4	102.0	0.94
24	CCOc1cc(/C=N/Nc2cccc(C(=O)O)c2)ccc1OC(=O)c1ccccc1	55.4*	39.2	-39.2	56.4	12.1*
25	CC(NC(=O)c1ccncc1)C(c1cccs1)N1CCOCC1 (configuration not stated)	-2.2	2.9	-2.9	105.0	1.12
26	N#C/C(=C/c1ccc(C(=O)O)cc1)C(=O)NCc1ccccc1	8.4	6.5	-6.5	100.7	1.28
27	Cc1cccnc1NC(=O)C(C)Oc1ccccc1 (configuration not stated)	6.7	3.2	-3.2	97.0	1.3
28	COc1nc(NCc2cccnc2)nc(NC2CCCCC2)n1	8.3	19.8	-19.8	96.7	1.78
29	COC(=O)c1cnn2c3c(c(C)nc12)CCCC3	12.7	23.1	-23.1	97.5	1.68
30	CCOC(=O)Cn1c(Br)nc2c1c(=O)[nH]c(=O)n2C	4.2	-1.5	1.5	97.8	1.18

no.	STAT1 act	ROMK mod	FLuc inh counter	FLuc stim CS	STAT1 inh
16	102.5	-2.81	4.7	1	-4.6
17	94.3	nt	-4.4	1	6.2
18	132.2*	0.32	46.5	0.5	-34.9
19	97.8	nt	-7.7	1.1	2.4
20	99.5	0.437	nt	nt	-0.8
21	100.2	0.0642	-3.3	1	-2.1
22	94.5	0.612	-4.9	1	5.9
23	92.0	0.146	-2.7	1	9.1
24	28.4	-0.478	-2.7	1	77.1*
25	103.8	0.045	1.1	1	-4.1
26	97.7	nt	-2.5	1	4.6
27	99.1	nt	-2.1	1	1.0
28	96.7	-1.37	-2.4	1	3.7
29	109.5	nt	23.9	0.8	-10.4
30	97.4	nt	-4.5	1	2.8

# Brought forward from above: two entries, then new ones.
no.	Compound	STAT3 blocker	APP 5'UTR act	APP transl inh	STAT3 activator	NF-kB neuron act
29	COC(=O)c1cnn2c3c(c(C)nc12)CCCC3	12.7	23.1	-23.1	97.5	1.68
30	CCOC(=O)Cn1c(Br)nc2c1c(=O)[nH]c(=O)n2C	4.2	-1.5	1.5	97.8	1.18
31	CC(C)(OC1OC(CO)C(O)C(O)C1O)[C@H]1Oc2ccc3ccc(=O)oc3c2[C@H]1O (some centres not stated)	0.4	16.8	-16.8	97.3	1
32	O=C(Oc1cccc2cccnc12)c1cccc(N2C(=O)C3C4CCC(C4)C3C2=O)c1 (configuration not stated)	-9.3	18.2	-18.2	107.9	1.31
33	CCOc1cc(CN2CCN(c3cccc(C(F)(F)F)c3)CC2)ccc1OC	7.5	6.5	-6.5	98.3	1
34	Cc1ccc(N(C(=O)C2CCCC2)C2C=CS(=O)(=O)C2)cc1 (configuration not stated)	-1.4	5.9	-5.9	104.8	1.04
35	Cc1nnc(SCC(=O)Nc2ccc3c(c2)OCO3)[nH]c1=O	4.3	-1.6	1.6	101.9	1
36	COc1cccc(C2CCCN2Cc2nc(CC3CC3)no2)c1 (configuration not stated)	3.6	19.8	-19.8	101.4	1.18
37	O=C(Nc1ccc(Br)c(Cl)c1)C1CC1	32.6	9.3	-9.3	75.5	0.95
38	Cc1ccc(C(C(=O)NC(C)(C)C)N(CCCN2CCOCC2)C(=O)c2ccc(-c3ccccc3)[nH]2)o1 (configuration not stated)	-20.0	18.8	-18.8	118.0	1.1
39	OCCC1CN(Cc2ccc(-n3cccn3)cc2)CCN1Cc1ccccc1 (configuration not stated)	4.5	-5.5	5.5	106.7	1.01
40	Cc1ccccc1Cn1nnc(C(=O)Nc2cccc(C)c2C)c1N	25.3	-13.3	13.3	80.3	0.89
41	CCC(=O)Nc1cc2c(cc1C(=O)c1ccccc1)OCCO2	-3.9	-4.5	4.5	109.6	0.94
42	CC(C)NC(=O)CC1Nc2c3ccccc3nc(=S)n2C1=O (configuration not stated)	2.5	13.8	-13.8	101.9	1.06
43	CSc1ccccc1-n1nnnc1SCc1ccccc1	-6.4	3.3	-3.3	107.2	1.18
44	CCN(c1ccc(NC(=O)COC(=O)c2ccc(C)c(S(=O)(=O)N3CCOCC3)c2)cc1)C(C)C	0.0	12.5	-12.5	100.2	1.01
45	CNC(=S)N(Cc1ccc2c(c1)OCO2)C1CC(=O)N(c2ccccc2)C1=O (configuration not stated)	6.1	14.9	-14.9	96.0	0.97

no.	STAT1 act	ROMK mod	FLuc inh counter	FLuc stim CS	STAT1 inh
29	109.5	nt	23.9	0.8	-10.4
30	97.4	nt	-4.5	1	2.8
31	101.8	0.563	-7.5	1.1	-1.9
32	95.5	0.564	1.7	1	5.2
33	95.7	-0.0559	-8.8	1.1	4.8
34	99.5	-0.531	-6.3	1.1	0.5
35	98.7	0.252	-0.3	1	-0.7
36	94.1	0.663	-4.1	1	5.0
37	90.6	-1.8	-3.9	1	10.2
38	103.5	nt	-3.2	1	-5.0
39	100.2	0.244	-12.4	1.1	-1.2
40	85.2	nt	-1.6	1	16.2
41	102.3	-0.186	-7.0	1.1	-2.5
42	110.6	nt	4.4	1	-11.6
43	98.0	-1.29	-0.6	1	-0.1
44	94.0	-1.5	-2.0	1	6.5
45	92.5	-1.07	-5.7	1.1	7.5

# Next section
no.	Compound	STAT3 blocker	APP 5'UTR act	APP transl inh	STAT3 activator	NF-kB neuron act
46	O=C(CN(C(=O)c1ccc2c(c1)OCCO2)c1ccccc1)NCC1CCCO1 (configuration not stated)	6.8	4.6	-4.6	99.4	0.84
47	NC(=O)c1ccc(F)cc1	1.2	4.9	-4.9	103.4	1.01
48	Nc1c(S(=O)(=O)c2cccs2)c2nc3ccccc3nc2n1Cc1ccc2c(c1)OCO2	5.1	10.5	-10.5	99.2	1
49	CCN(CC)S(=O)(=O)c1cccc(C(=O)Nc2ccc(Cl)cn2)c1	3.4	0.7	-0.7	98.7	1.48
50	COc1ccccc1NC(=O)COC(=O)/C=C/c1ccc2c(c1)OCO2	-3.2	-3.0	3.0	111.1	1.96
51	O=C(Cn1cnc2ccccc2c1=O)Nc1ccc(S(=O)(=O)N2CCCC2)cc1	0.3	-28.3	28.3	101.7	1.19
52	Cc1ccc(NC(=O)C2(S(=O)(=O)c3ccc(C)cc3)CC2)cc1	-1.6	2.5	-2.5	101.5	0.89

no.	STAT1 act	ROMK mod	FLuc inh counter	FLuc stim CS	STAT1 inh
46	99.2	nt	-3.3	1	0.9
47	102.5	-0.532	nt	nt	-2.8
48	98.2	nt	-7.5	1.1	1.9
49	113.0	-1.18	3.4	1	-14.2
50	115.9	0.00714	7.5	0.9	-19.6
51	100.8	-0.368	-2.1	1	-2.8
52	97.5	-0.572	-4.2	1	2.7
